# Tb PGK inh: blocks T. brucei phosphoglycerate kinase; PGK/GAPDH coupled, Kinase-Glo luminescence, 60 min; actives 0.043% (n = 380,000); Potency, µM (series often up to 57.5 µM), inactives show at the top dose activity change, negative = inhibition, usual class: inhibitors; P07378; further: potency means the concentration at half of the fitted maximal effect; on the % scale 0 is the no-effect control and ±100 the full control effect; nearly all actives have a fitted effect of over 60% in size
#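 Recombinant glycosomal PGK reaction used 1,3-bisphosphoglycerate generated in-well by GAPDH (100nM final) in 100mM TEA pH 7.6, 5mM MgCl2, 0.01% Tween-20. After 60 minutes at room temperature, ATP was read by Kinase-Glo Plus luminescence end-point.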
# G9a block: blocks human histone lysine methyltransferase G9a; Q96KQ7; G9a H3K9 monomethylation, AlphaScreen, 2 h; Potency, µM (top dose mostly 102 µM), for inactives: top-dose activity, negative = inhibition, most hits filed as inhibitors; actives 8.8% (n = 350,000); further: potency means the concentration at half of the fitted maximal effect; on the % scale 0 is the no-effect control and ±100 the full control effect; nearly all actives have a fitted effect of over 75% in size
# Target sequence (Q96KQ7 913-1193 limits assumed): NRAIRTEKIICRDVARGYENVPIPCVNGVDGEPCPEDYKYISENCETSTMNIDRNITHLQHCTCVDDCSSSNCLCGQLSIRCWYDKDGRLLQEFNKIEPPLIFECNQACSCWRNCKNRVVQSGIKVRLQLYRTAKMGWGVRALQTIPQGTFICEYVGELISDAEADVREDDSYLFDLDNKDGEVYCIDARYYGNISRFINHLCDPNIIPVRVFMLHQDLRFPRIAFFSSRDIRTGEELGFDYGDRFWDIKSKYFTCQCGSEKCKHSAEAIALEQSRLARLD
#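 Chemiluminescent proximity detection of H3K9 monomethylation, read after 10 min bead incubation in the dark. Reaction: 20 nM G9a, 500 nM biotin-H3K9 peptide, 20 uM SAM cofactor, 2 h, room temperature, following 15 min enzyme-compound preincubation.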
# HP1b binding inh: inhibitors of HP1-beta chromodomain binding to methylated histone tails; P83916; AlphaScreen HP1-beta / biotin-H3K9me3 peptide binding; Potency, µM (top dose mostly 114 µM), inactives show top-dose activity change, negative = inhibition, hits mostly inhibitors; actives 0.56% (n = 390,000); further: potency means the concentration at half of the fitted maximal effect; nearly all actives have a fitted effect of over 70% in size; inactives centre near 23
#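 Compound inhibition of the preformed complex between 50 nM HP1-beta and 50 nM biotinylated H3K9me3 peptide was read by AlphaScreen. Buffer was PBS pH 7.4 with 0.01% Tween-20. Incubations ran 30 min at room temperature, with 10 ug/mL donor/acceptor beads.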
# JMJD2A Tudor inh: inhibitors of human JMJD2A Tudor domain; O75164; AlphaScreen JMJD2A-Tudor / H3K4me3 peptide binding; Potency, µM (titrated, usually from 114 µM), inactives show top-dose activity change, negative = inhibition, actives largely listed as inhibitors; actives 4.4% (n = 390,000); further: potency means the concentration at half of the fitted maximal effect; on the % scale 0 is the no-effect control and ±100 the full control effect; nearly all actives have a fitted effect of over 50% in size
# Pin1 inhibitor: inhibitors of human Pin1 | Pin1 FP peptide displacement, HiFluor488, 10 min | actives 0.009% (n = 390,000) | Q13526 | Potency, µM (series often up to 115 µM), for inactives: top-dose activity, negative = inhibition, most hits filed as inhibitors; active means well fitted inhibition curve with a large enough effect in the polarisation, with a control signal flat, not every such curve was filed as active; inconclusive means small, poorly fitted or top-dose-only effect, or effect the other way, or a change in a side signal; inactive means no such curve, though single readings can be large or run the other way; the % refers to the polarisation; further: potency means the concentration at half of the fitted maximal effect; on the % scale 0 is the no-effect control and ±100 the full control effect
# Target sequence (Q13526 whole entry, looked up): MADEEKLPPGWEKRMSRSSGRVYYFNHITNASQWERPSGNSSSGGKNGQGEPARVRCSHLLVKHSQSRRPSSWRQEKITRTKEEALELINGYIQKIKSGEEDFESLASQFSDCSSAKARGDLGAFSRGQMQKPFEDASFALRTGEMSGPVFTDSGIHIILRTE
# PI4K2A block: blocks human PI4K2A kinase activity. purified PI4K2A, ADP-Glo luminescence, 1 h; stronger effect = lower value. actives 0.13% (n = 420,000). Q9BTU6. AID 1346378. activity change, negative = inhibition, % at 76.9 µM; in the data active means activity change below about -50%; inconclusive means mostly about -30% to -49%;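 further: -100% = wells without enzyme as full effect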
# Target sequence (Q9BTU6 whole entry, looked up): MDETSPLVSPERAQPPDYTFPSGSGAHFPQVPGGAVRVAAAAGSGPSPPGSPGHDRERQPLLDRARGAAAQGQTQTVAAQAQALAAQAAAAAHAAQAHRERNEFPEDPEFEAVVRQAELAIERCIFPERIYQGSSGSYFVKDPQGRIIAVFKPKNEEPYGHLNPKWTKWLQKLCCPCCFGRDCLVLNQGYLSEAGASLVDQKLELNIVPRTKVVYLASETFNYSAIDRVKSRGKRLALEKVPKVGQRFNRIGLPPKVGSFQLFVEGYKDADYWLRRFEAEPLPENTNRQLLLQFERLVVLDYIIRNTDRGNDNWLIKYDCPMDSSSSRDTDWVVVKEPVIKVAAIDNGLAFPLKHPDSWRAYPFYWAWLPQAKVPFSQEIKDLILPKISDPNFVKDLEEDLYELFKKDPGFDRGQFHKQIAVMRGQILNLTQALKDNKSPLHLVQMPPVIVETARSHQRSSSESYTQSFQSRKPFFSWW
#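 ADP-Glo luminescence measured ADP generated by PI4K2A enzyme (4 ug/mL before mixing) with 1.2 mM PI substrate (pre-mix) and 300 microM ATP (pre-mix). Tris pH7.5 buffer with MgCl2, Triton X-100; 1 h reaction at ambient temperature.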
# BAZ2B inh: blocks human BAZ2B. Potency, µM (titrated, usually from 114 µM), for the others: top-dose activity change, negative = inhibition, most hits filed as inhibitors. AlphaScreen BAZ2B-H3K14Ac peptide displacement. actives 4.4% (n = 360,000). Q9UIF8; further: potency means the concentration at half of the fitted maximal effect; on the % scale 0 is the no-effect control and ±100 the full control effect; nearly all actives have a fitted effect of over 60% in size
#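 AlphaScreen luminescence quantifies BAZ2B engagement of H3K14Ac peptide; the protein and biotinylated peptide are both at 50 nM final, buffer PBS pH 7.4 with 0.01% Tween-20, all steps at room temperature.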
# ERG-DNA inh: inhibitors of human ERG Ets domain-DNA interaction; P11308; fluorescence polarization, His-ERG Ets domain / labelled DNA; Potency, µM (titrated, usually from 76.9 µM), without a hit: at the highest dose FP activity, negative = inhibition, most hits filed as inhibitors; actives 0.028% (n = 370,000); active means well fitted inhibition curve with a large enough effect in the polarisation, with a control signal flat; inconclusive means small, poorly fitted or top-dose-only effect, or effect the other way, or a change in a side signal; inactive means no such curve, though single readings can be large or run the other way; the % refers to the polarisation;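 further: polarization taken with two DNA probes labelled with fluorescein and Texas red; potency means the concentration at half of the fitted maximal effect; % of control where 0% means no effect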
#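 His-tagged ERG Ets domain (1 uM in the protein solution; 300mM KCl, 50mM Tris-HCl, 1mM EDTA, 1mM DTT, pH 7.5) received compound, then a probe mix of 5 nM fluorescein-DNA and 100nM Texas-615-DNA. Fluorescence polarization was read for both dyes.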
# GLS inhibitor: inhibitors of human glutaminase (GLS) | O94925 | Potency, µM (titrated, usually from 45.5 µM), for inactives: at the highest dose activity change, negative = inhibition, actives largely listed as inhibitors | GLS enzymatic activity, qHTS titration | actives 0.21% (n = 410,000); further: potency means the concentration at half of the fitted maximal effect; on the % scale 0 is the no-effect control and ±100 the full control effect
#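 Two-point fluorescence kinetic (t0, 30 min RT) for hKGA; glutamate detected via glutamate oxidase–HRP–Amplex Red. Substrate: 1 mM L-glutamine solution; buffer 45 mM KH2PO4, pH 8.2.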
# The depositor's hits bear a star; i = inactive; ? = inconclusive; nt = no result given; [ ] = dose if it differs, or a comment. Unless noted, the call rests on the fitted dose curve; in most records, active means well fitted curve in the direction sought with a large enough effect; inconclusive means small, poorly fitted or top-dose-only effect, or another doubt; inactive means no such curve, though single readings can be large; an effect the other way counts as inactive or inconclusive.
no. | Tb PGK inh | G9a block | HP1b binding inh | JMJD2A Tudor inh | Pin1 inhibitor | PI4K2A block | BAZ2B inh | ERG-DNA inh | GLS inhibitor | SMILES
1 | 11% | 8%[0.501 µM] | 37% | 1% | 1% | 1 | -1% | 4% | -2% | COc1ccc(C(=O)NCCS(=O)(=O)NCc2ccc(C)cc2)cc1
2 | 7% | 45µM* | 9% | ? | 1% | 2 | -19% | 2% | 2% | COC(=O)c1[nH]c(C)c(/C(O)=C2\C(=O)C(=O)N(CCN3CCOCC3)C2c2ccc(C)o2)c1C (centres undefined)
3 | i | 1% | 52%[activator] | -14% | 0% | 1 | 12% | 9% | 1% | CCn1cc(CNC(=O)C2CCC(=O)N(Cc3ccccc3F)C2)cn1 (centres undefined)
4 | -8% | -33%[59 µM] | 15% | -5% | 0% | -18 | -12% | 6% | -4% | Cc1cc2n(n1)CCC(=O)N2Cc1ccc(C(=O)Nc2ccc(Br)c(C)c2)cc1
5 | 0% | 14% | 24% | ? | -3% | 1 | ? | -2% | 5% | Cn1c(-c2ccccc2)cnc1N
6 | i | -6% | 37% | 1% | 0% | 2 | 2% | 6% | -8% | Cc1ccccc1Nc1nc2ccccc2n1C(C)C
7 | -6% | ? | 30% | 1% | 4% | 1 | -32% | -3% | -10% | CC(C)Cc1nnc(NC(=O)CC(=O)Nc2ccccc2C(=O)O)s1
8 | -1% | -12%[59 µM] | 22% | -11% | -7% | 5 | -1% | 1% | 18% | COC(=O)c1nnn(-c2nonc2N)c1CSCCO
9 | 6% | 50µM* | 5% | -29% | ? | -6 | 40µM* | 2% | 3% | Cn1cccc1CC(=O)N/N=C/c1ccc(Cl)c([N+](=O)[O-])c1
10 | 8% | -1% | 39%[activator] | -5% | 4% | 0 | -19% | 6% | -2% | CC(C)(C)NC(=O)C(c1ccc(F)cc1)N(Cc1ccccc1Cl)C(=O)c1ccn[nH]1 (centres undefined)
11 | -1% | 3%[59 µM] | 18%[57 µM] | -16% | -7% | -7 | 3% | 4% | -9% | COc1ccc(-n2c(SCC(=O)c3ccccc3)nc3c([nH]c4ccccc43)c2=O)cc1
12 | i | 23%[0.0925 µM] | 30% | -8% | -5% | 6 | 0% | -1% | -7% | CC(N=C1NS(=O)(=O)c2ccccc21)C(=O)NCCCc1ccccc1 (centres undefined)
13 | -4% | nt | 84%[activator] | 1% | -2% | 2 | nt | -11% | -5% | CC[C@@]1(C(=O)OC)N[C@H](CN(C)S(=O)(=O)c2ccc(F)cc2)[C@@H]2C(=O)N(C)C(=O)[C@@H]21
14 | 1% | ? | 12% | -4% | -1% | 3 | -2% | nt | 7% | CN(C)CCCn1c2c(c(SCC(=O)Nc3ccc4c(c3)OCCO4)nc1=O)CCC2
15 | 2% | 5%[0.501 µM] | 40%[activator] | -14% | 5% | -4 | -3% | -4% | -4% | Cc1ccc(S(=O)(=O)Nc2cccc(C(=O)NCC(C)(C)N3CCOCC3)c2)cc1F
16 | 9% | 2%[59 µM] | 28%[57 µM] | -6% | -2% | -1 | -10% | -1% | 0% | CSc1cccc(NC(=O)CN(C)S(=O)(=O)c2ccc3c(c2)CCCN3C(C)=O)c1
17 | 8% | 4%[12.7 µM] | 43%[activator] | -1% | -3% | 0 | -10% | 3% | 0% | COc1ccccc1C(=O)Nc1ccc(OCC(=O)N2CC(C)OC(C)C2)cc1 (centres undefined)
18 | 2% | nt | 21%[57 µM] | -8% | 0% | -2 | nt | -1% | 2% | COc1ccc(CCNC(=O)COC(=O)/C=C/c2ccc3c(c2)OCO3)cc1
19 | 3% | -3%[59 µM] | 13% | -15% | -3% | -7 | 7% | 0% | -1% | COc1ccc(OC)c(NC(=O)C23CCC(C)(C(=O)C2)C3(C)C)c1 (centres undefined)
20 | 5% | 10% | 21% | -5% | -3% | -1 | -7% | nt | 17% | Cc1c(Br)c([N+](=O)[O-])nn1C(C)C(=O)Nc1c(C)n(C)n(-c2ccccc2)c1=O (centres undefined)
21 | nt | 2%[59 µM] | 45%[activator] | -14% | -1% | 4 | 5% | 6% | -2% | CCSc1ncc(Cl)c(C(=O)Nc2nc3ccc(S(C)(=O)=O)cc3s2)n1
22 | 3% | -24%[2.33 µM] | 38% | -5% | 3% | 3 | -13% | -1% | 1% | O=C(O)CC1(CC(=O)Nc2cccc(C(=O)O)c2)CCCC1
23 | nt | -4%[59 µM] | 13% | ? | -6% | -7 | -3% | 5% | 0% | Cc1ccc(NC(=O)Nc2cccc(Cl)c2)c(C(=O)O)c1
24 | -5% | -28%[59 µM] | 3% | -24% | -4% | -4 | -1% | 3% | -10% | CN(C)CC1CCCCC1C1(O)c2ccccc2CSc2sccc21 (centres undefined)

# Sorted by length of the SMILES (highest first): part of the list above.
no. | Tb PGK inh | G9a block | HP1b binding inh | JMJD2A Tudor inh | Pin1 inhibitor | PI4K2A block | BAZ2B inh | ERG-DNA inh | GLS inhibitor | SMILES
20 | 5% | 10% | 21% | -5% | -3% | -1 | -7% | nt | 17% | Cc1c(Br)c([N+](=O)[O-])nn1C(C)C(=O)Nc1c(C)n(C)n(-c2ccccc2)c1=O (centres undefined)
11 | -1% | 3%[59 µM] | 18%[57 µM] | -16% | -7% | -7 | 3% | 4% | -9% | COc1ccc(-n2c(SCC(=O)c3ccccc3)nc3c([nH]c4ccccc43)c2=O)cc1
15 | 2% | 5%[0.501 µM] | 40%[activator] | -14% | 5% | -4 | -3% | -4% | -4% | Cc1ccc(S(=O)(=O)Nc2cccc(C(=O)NCC(C)(C)N3CCOCC3)c2)cc1F
14 | 1% | ? | 12% | -4% | -1% | 3 | -2% | nt | 7% | CN(C)CCCn1c2c(c(SCC(=O)Nc3ccc4c(c3)OCCO4)nc1=O)CCC2
21 | nt | 2%[59 µM] | 45%[activator] | -14% | -1% | 4 | 5% | 6% | -2% | CCSc1ncc(Cl)c(C(=O)Nc2nc3ccc(S(C)(=O)=O)cc3s2)n1
17 | 8% | 4%[12.7 µM] | 43%[activator] | -1% | -3% | 0 | -10% | 3% | 0% | COc1ccccc1C(=O)Nc1ccc(OCC(=O)N2CC(C)OC(C)C2)cc1 (centres undefined)
19 | 3% | -3%[59 µM] | 13% | -15% | -3% | -7 | 7% | 0% | -1% | COc1ccc(OC)c(NC(=O)C23CCC(C)(C(=O)C2)C3(C)C)c1 (centres undefined)
12 | i | 23%[0.0925 µM] | 30% | -8% | -5% | 6 | 0% | -1% | -7% | CC(N=C1NS(=O)(=O)c2ccccc21)C(=O)NCCCc1ccccc1 (centres undefined)
22 | 3% | -24%[2.33 µM] | 38% | -5% | 3% | 3 | -13% | -1% | 1% | O=C(O)CC1(CC(=O)Nc2cccc(C(=O)O)c2)CCCC1
23 | nt | -4%[59 µM] | 13% | ? | -6% | -7 | -3% | 5% | 0% | Cc1ccc(NC(=O)Nc2cccc(Cl)c2)c(C(=O)O)c1
24 | -5% | -28%[59 µM] | 3% | -24% | -4% | -4 | -1% | 3% | -10% | CN(C)CC1CCCCC1C1(O)c2ccccc2CSc2sccc21 (centres undefined)

# Screening data deposited in PubChem by National Center for Advancing Translational Sciences (NCATS).
